Bioassay records from PubChem BioAssay.
SR-BI HDL uptake = blocks mouse SR-BI lipid uptake from DiI-HDL; AID 488896; ldlA[mSR-BI] CHO cells, DiI-HDL uptake fluorescence, 3 h; 320,000 compounds, 0.96% hits; Q61009; inhibition, % at 12.5 µM;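 active = mean replicate inhibition of at least 70% and a set share of replicates each scoring 70 or more; inconclusive = meets just one of the two criteria; inactive = fails both criteria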;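 also: 0% = median of neutral control wells and 100% = median of positive control wells; values of inactives mirror those of a sister screen read the other way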
CAL PDZ FP-1 = blocks peptide binding to human CAL PDZ domain; Q9HD26; purified CAL PDZ, TMR-peptide fluorescence polarization, 1 h; inhibition, % at 20 µM; 330,000 compounds, 0.02% hits; AID 504414;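 active = highest replicate inhibition of at least 40%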;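 also: plate controls were DMSO neutral control wells for no effect and unlabeled competitor peptide control wells for full effect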
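Material – purified CerCALP PDZ construct · Detection – FP readout, S and P plane fluorescence · Measure – percent inhibition from loss of millipolarization · Controls – unlabelled peptide for full inhibition, DMSO wells as neutral · Probe or stimulus – TMR-labelled reporter peptide T*-PRC34 bound in PDZ groove · Times – 1 h at RT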
NSD2 inh = NSD2 (human) methyltransferase inhibition. AID 743445. 310,000 compounds, 0.54% hits. O96028. NSD2 peptide methylation, AlphaScreen, 120 min. inhibition, % at 12.5 µM; in the data active = inhibition above about 50%
Rtt109 HAT inh = blocks Candida albicans Rtt109/Vps75 acetyltransferase activity | Q5AAJ8 | purified Rtt109/Vps75, ThioGlo CoA-SH fluorescence, 4 h | inhibition, % at 34.9 µM | 330,000 compounds, 0.16% hits | AID 540336;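 active = inhibition of at least 50% in every replicate; inconclusive = best replicate reaches 50% inhibition but some replicates fall short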
Target sequence (Q5AAJ8 whole entry, looked up): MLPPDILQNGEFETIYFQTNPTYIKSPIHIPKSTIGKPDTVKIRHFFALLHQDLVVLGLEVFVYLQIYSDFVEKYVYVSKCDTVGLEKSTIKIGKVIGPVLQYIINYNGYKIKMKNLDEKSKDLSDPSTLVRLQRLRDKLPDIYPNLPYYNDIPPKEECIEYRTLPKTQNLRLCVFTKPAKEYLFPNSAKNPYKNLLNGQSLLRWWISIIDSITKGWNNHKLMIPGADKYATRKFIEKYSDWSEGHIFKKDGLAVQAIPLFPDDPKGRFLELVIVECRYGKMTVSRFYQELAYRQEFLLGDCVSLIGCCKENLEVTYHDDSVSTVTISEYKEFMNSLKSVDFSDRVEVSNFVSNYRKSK
CAL PDZ FP-2 = inhibitors of human CAL PDZ peptide binding. Q9HD26. purified CAL PDZ, TMR-peptide fluorescence polarization, 1 h. inhibition, % at 24.9 µM. 300,000 compounds, 0.92% hits. AID 602252;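 active = mean inhibition of at least 30% with at least half of replicates also reaching 30%; inconclusive = no clear call, values can overlap the other calls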;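 also: 0% = DMSO neutral control and 100% = excess unlabeled competitor peptide PRC23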
MITF TRPM1 HTS = MITF TRPM1 promoter activation in melanoma cells. SK-MEL-5 TRPM1-promoter luciferase, 24 h; % of positive control, neutral wells = 0. activation, % at 12.5 µM. 300,000 compounds, 0.75% hits;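 active = mean activation of at least 80% with every replicate also reaching 80%; inconclusive = mean reaches 80% but some replicate falls short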;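 also: 0% = neutral control wells and 100% = parthenolide positive control wells; values of inactives mirror those of a sister screen read the other way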
dFosB act = activators of mouse delta FosB homodimer; 340,000 compounds, 0.99% hits; purified delta FosB, TAMRA-CDK5 oligo fluorescence polarization; percent of positive-control signal above neutral wells; activation, % at 25 µM; AID 493131; P13346;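 active = mean activation above about 17%, with every replicate also reaching it, limit read from the data, passing the limit was not always enough; inconclusive = only one of the two conditions met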;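 also: fluorescence polarization rise as delta FosB binds a TAMRA Cdk5 AP-1 oligo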
Target sequence (P13346 whole entry, looked up): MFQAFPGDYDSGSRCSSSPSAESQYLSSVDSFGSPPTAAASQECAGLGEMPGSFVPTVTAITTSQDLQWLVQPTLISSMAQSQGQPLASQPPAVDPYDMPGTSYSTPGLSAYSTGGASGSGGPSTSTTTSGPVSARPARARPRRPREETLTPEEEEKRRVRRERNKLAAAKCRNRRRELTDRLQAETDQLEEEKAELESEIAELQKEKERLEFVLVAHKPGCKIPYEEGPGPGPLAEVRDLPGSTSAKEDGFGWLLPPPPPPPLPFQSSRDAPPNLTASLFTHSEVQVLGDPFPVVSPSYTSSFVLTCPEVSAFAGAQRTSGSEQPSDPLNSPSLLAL
PfHsp90 yeast 2 = growth inhibition of yeast expressing Plasmodium Hsp90; S. cerevisiae expressing PfHsp90, BacTiter-Glo ATP, 48 h; yeast lacking PDR1 and PDR3 efflux regulators; inhibition, % at 9.4 µM; 310,000 compounds, 0.32% hits; AID 504621;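 active = every replicate shows inhibition above about 80%, whatever the replicate mean, limit read from the data; inconclusive = mean inhibition reaches the set limit but some replicate falls short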;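 also: 0% = DMSO neutral controls and 100% = 20 µM radicicol positive controls; yeast relying on Plasmodium falciparum Hsp90 in place of its own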
PvdQ inh = blocks Pseudomonas aeruginosa PvdQ acylase activity | 340,000 compounds, 0.063% hits | purified PvdQ acylase, fluorescence plate reader | AID 488965 | inhibition, % at 10 µM; in the data active = inhibition above about 30%, passing the limit was not always enough; inconclusive = no clear call, values can overlap the other calls;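 also: 0% = vehicle neutral wells and 100% = reference inhibitor wells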
SR-BI uptake up = activators of SR-BI mediated HDL lipid uptake; 320,000 compounds, 0.096% hits; CHO ldlA[mSR-BI] cells, DiI-HDL uptake fluorescence, 3 h; 100 = double the neutral-control signal; activation, % at 12.5 µM;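 active = mean replicate activation of at least 60% and every replicate at or above 60%; inconclusive = mean or all-replicate condition met, but not both; inactive = mean below 60% and not all replicates reaching 60%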;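 also: 0% = median plate neutral-control signal and 100% = twice that signal; values of inactives mirror those of a sister screen read the other way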
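system = CHO ldlA[mSR-BI] cells, LDL receptor-null, SR-BI overexpressing | medium = Ham's F12 with 0.5% BSA, HEPES 25 mM, pH 7.4 | probe or stimulus = DiI-HDL 10 µg/mL | compound dosing = single-point compound dose | incubation = compound exposure 3 h, 37 °C | technique = DiI fluorescence, bottom read | read-out = cell-associated DiI fluorescence as measure of HDL uptake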
The depositor's hits bear a star; ? = inconclusive; / = not tested or not shown.

SMILES	SR-BI HDL uptake	CAL PDZ FP-1	NSD2 inh	Rtt109 HAT inh	CAL PDZ FP-2	MITF TRPM1 HTS	dFosB act	PfHsp90 yeast 2	PvdQ inh	SR-BI uptake up
CCCCOC(=O)Cn1c(=O)c2c(nc3n2CCCCN3c2ccc(C)cc2)n(C)c1=O	/	-2.1	2	-5	4	-9	-11	-23	-10	/
Cc1nn(-c2cccc(C(F)(F)F)c2)c(Cl)c1/C=N/n1cnnc1	55	-0.8	-1	4	-2	-8	-1	15	-16	-55
Cc1cc(C(=O)Cn2cc(C(F)(F)F)ccc2=O)c(C)n1CC1CCCO1 (stereo unspecified)	-13	-0.2	-2	2	2	-5	-8	21	-12	13
CCOC(=O)C1CCN(C(=O)COc2ccc(Cl)cc2)CC1	/	-1.9	-5	6	-1	-3	-3	-3	-3	/
CN(C)C1(CNC(=O)C2CCN(S(=O)(=O)c3cc(Cl)ccc3Cl)CC2)CCCCC1	-10	-3.0	4	10	-4	9	-6	9	-2	10
Brc1cc2c(cc1CSc1ncccn1)OCO2	/	-1.5	-11	10	-6	1	-5	-24	11	/
O=C(c1n[nH]c(=O)c2ccccc12)N1CCN(S(=O)(=O)c2ccccc2Cl)CC1	-19	-0.2	3	3	/	4	-8	12	6	19
C[C@H]1CN([C@@H](C)CO)C(=O)c2cc(NC(=O)Nc3cccc4ccccc34)ccc2O[C@@H]1CN(C)Cc1ccc(-c2ccccc2)cc1	-12	0.7	/	-27	0	0	38*	/	-4	12
CN(CCc1ccccn1)C(=O)CCC1CCCN(C(=O)CCOc2ccccc2)C1 (stereo unspecified)	-20	-2.0	0	0	-4	0	-4	1	9	20
CO/N=C(/CS(=O)c1ccc(Br)cc1)c1ccc(OC)cc1 (stereo unspecified)	-16	0.8	0	-2	/	7	-3	5	2	16
CCCNC(=O)N(C)c1nncnc1C(=O)NC	-35	-0.2	-2	0	-2	/	-4	/	0	35
Cc1ccc(C(=O)O)cc1NC(=O)CSc1nnc(-c2ccccc2F)n1C1CCCCC1	-37	0.3	0	6	0	2	-4	-12	-9	37
COc1cccc(C(=O)NCC(=O)OCc2ccc(F)cc2Cl)c1	-5	-2.5	1	-4	0	-7	6	-22	-26	5
c1cncc(C(c2nnnn2C2CCCCC2)N2CCCCC2)c1 (stereo unspecified)	16	0.8	-7	9	1	1	-15	-4	16	-16
COC(=O)Cc1c(C(=O)OC)nnn1-c1cccc(C(F)(F)F)c1	-7	-2.5	-1	/	-1	1	-1	-20	3	7
COc1cc(S(=O)(=O)N2CCCCC2)ccc1NC=O	-28	-0.8	-2	-7	1	10	-1	-23	-1	28
Cc1nc2ncnn2c(N2CCC(C(=O)NCC3CCCO3)CC2)c1Cc1ccccc1 (stereo unspecified)	12	/	-2	-10	-9	4	0	10	-2	-12
COc1ccc(-n2nc3c(N4CCC(C(=O)NCc5ccccc5)CC4)nnc(C)c3c2C)cc1	50	-1.0	-4	-9	2	-41	?	17	-6	-50
COc1cccc(C2c3c(oc4ccc(Cl)cc4c3=O)C(=O)N2c2cc(C)on2)c1OC (stereo unspecified)	27	-2.5	5	3	/	1	0	-20	6	-27
Cc1cc(C)c(S(=O)(=O)c2ccccc2)c(OC(=O)c2c(Cl)cccc2Cl)n1	-3	-2.6	-7	1	-4	-1	-2	33	-11	3
COc1cc(S(=O)(=O)N2CCC(C(N)=O)CC2)c(C)cc1C	-13	-3.1	-2	17	-2	8	-5	-10	8	13
CCOC(=O)c1c(NC(=O)COc2cccc3c2CCN(CC)C3=O)sc2c1CCC2	9	0.8	0	-7	-3	1	4	-1	6	-9
CCOC(=O)c1ccc(NC(=S)N(CCCN2CCN(CC)CC2)Cc2cccs2)cc1	-1	-3.4	5	4	-2	-10	-22	4	6	1
Cc1ccc(S(=O)(=O)NCCC(=O)Nc2ccncc2)cc1C	-13	-1.6	0	-2	0	7	-4	/	-3	13
CCOC(=O)CC(NC(=O)C(CC)c1ccccc1)c1ccccc1Cl (stereo unspecified)	32	-0.9	-3	-4	-10	17	-5	-7	-8	-32
O=C(/C=C/c1cccs1)N1CCCC1	-26	-0.2	0	1	1	23	-4	-18	-6	26
O=[N+]([O-])c1cc([N+](=O)[O-])c2c(=Nc3ccccc3)n(-c3ccccc3)n(O)c2c1	75*	1.5	21	11	/	-58	-14	-33	-8	-75
CC(=O)Nc1ccc(S(=O)(=O)N(C#N)c2nc(N(C)C)nc(N(C)C)n2)cc1	-2	-1.7	-4	5	/	31	-1	1	-12	2
CC(C)c1ccc(N2C(=O)CC(Sc3ncccn3)C2=O)cc1 (stereo unspecified)	4	-2.1	-4	-5	-1	-6	-2	-1	-8	-4
C=CC#CC1(O)CC(C)N(C)CC1C (stereo unspecified)	-10	-3.1	4	0	0	5	-9	-7	11	10
CSC1=C(C#N)C2(CCCCC2)C(C(=O)Nc2ccccc2)=C(C)N1	-9	-0.2	-3	8	4	-7	-4	-26	-11	9
Cc1onc(-c2c(Cl)cccc2Cl)c1COC(=O)c1ccc([N+](=O)[O-])cc1	-10	-1.0	-1	-5	3	/	-10	20	-6	10
COC(=O)c1ccccc1NC(=O)CS(=O)(=O)Cc1nc(-c2ccc(C)cc2)oc1C	14	0.1	/	-8	-2	-14	-4	20	-6	-14
Cc1ccc(-c2csc(NC(=O)CN3CC(C)OC(C)C3)n2)cc1 (stereo unspecified)	26	-1.2	0	-4	-1	/	-3	5	-21	-26
Cc1cccc(/C=N/n2c(C3CCCCC3)n[nH]c2=S)c1	-10	0.6	9	12	-2	-1	-8	-4	8	10
CCOC(=O)c1ccc(NC(=O)c2nc[nH]c2C(=O)N2CCc3ccccc3C2)cc1	17	-1.0	/	-6	-1	-1	-4	20	-5	-17
COc1ccccc1N1CCN(C(=O)c2cccc(NC3=NC4CS(=O)(=O)CC4S3)c2)CC1 (stereo unspecified)	-12	-0.6	/	11	/	/	0	-18	12	12
COCCOC(=O)c1c(NC(=O)CNC2CCCc3ccccc32)sc(C(N)=O)c1C (stereo unspecified)	-20	-0.3	3	-15	4	-36	-1	-20	-6	20
Cc1cccc2c1cnn2C(=O)CCC(=O)NCC(C)c1ccccc1 (stereo unspecified)	3	-1.7	/	0	/	/	0	-20	-10	-3
COc1cc(OC)cc(-c2cc3cc(F)ccc3cn2)c1	74*	-0.2	/	5	2	121*	0	7	0	-74
CCCCCCC(=O)N/N=C/Cc1ccccc1	-30	-0.9	11	/	2	4	-3	-4	7	30
O=C(/C=C/c1ccc(Cl)c(Cl)c1)Nc1cccnc1	-27	-3.3	1	-10	6	?	-9	-18	-8	27
O=C(COC(=O)c1c[nH]c(=O)[nH]c1=O)Nc1ccccc1Br	-16	0.1	-2	-4	5	-3	-5	-3	-13	16
CCOC(=O)NC1(Nc2cccc(Cl)c2)Oc2ccccc2O1	-11	-0.5	/	-21	-1	3	-7	5	-8	11
CCCNC(=O)c1cc2c3ccccc3n(C)c2s1	52	-1.8	1	1	3	/	-7	31	-2	-52
CN(C)c1nc(N)nc(N(c2ccccc2)c2ccccc2)n1	1	-1.3	/	1	/	-2	-4	-20	-3	-1
CCCCc1c(O)nc(SCC(=O)N2CCOCC2)n(-c2ccccc2OC)c1=O	-54	-1.1	-4	4	-2	-1	-2	17	-6	54
COc1ccc(CN(C)C(=O)C23CC4CC(CC(Cl)(C4)C2)C3)c(OC)c1OC	/	0.0	-4	2	/	-10	-7	-52	-12	/
Cc1cccc(NCc2ccc(Br)cc2)n1	-5	-1.5	1	-5	-1	56	-3	-4	-15	5
O=C(N/C(=C\c1ccc(Br)cc1)C(=O)N1CCCC1)c1ccccc1F	16	14	-2	6	-4	-9	1	5	-4	-16
COc1ccc(NC(=O)NNC(=O)c2ccc(-c3ccccc3)cc2)c(OC)c1	1	0.4	1	-2	-1	0	11	-5	-25	-1
Cc1ccc(NC(=O)C(=O)NCc2ccc(/C=N/NC(=O)c3c(C)nc4ccccn34)o2)cc1	34	-1.0	-2	1	-2	27	11	12	-2	-34
CC(C)CN(C(=O)COC(=O)CSc1ccc([N+](=O)[O-])cc1)C1CCS(=O)(=O)C1 (stereo unspecified)	10	-0.1	0	1	0	-8	1	-9	-14	-10
CCCCn1c(C23CC4CC(CC(C4)C2)C3)n[nH]c1=S	19	0.4	2	-4	-4	/	-1	1	6	-19
COc1ccc2[nH]c(C)c(CCN3C(=O)OC(C)(C)C3(C)O)c2c1 (stereo unspecified)	12	-1.2	/	0	-1	8	-1	-3	-3	-12
CNC(=O)c1cc(C(=O)c2ccccc2Br)c[nH]1	4	-0.3	-8	5	-6	0	-1	2	1	-4
Cc1ccccc1Oc1ncnc2oc(-c3ccccc3)cc12	20	-0.4	-1	-2	-3	-3	-14	5	12	-20
COc1ccc(NC(=O)CNC(=O)C2CCCCC2)cc1OC	-18	-0.2	-1	4	-12	14	-12	27	-1	18
Nc1sccc1C(=O)c1ccc(Cl)cc1	9	-0.6	9	0	-3	42	-9	-14	10	-9
CCc1cc(C)cc(OCCNC(=O)c2ncn[nH]2)c1	8	-2.5	0	-5	16	3	0	13	-36	-8

Some entries already given, reduced to Rtt109 HAT inh, PfHsp90 yeast 2 and MITF TRPM1 HTS.
SMILES,Rtt109 HAT inh,PfHsp90 yeast 2,MITF TRPM1 HTS
Cc1ccc(NC(=O)C(=O)NCc2ccc(/C=N/NC(=O)c3c(C)nc4ccccn34)o2)cc1,1,12,27
CC(C)CN(C(=O)COC(=O)CSc1ccc([N+](=O)[O-])cc1)C1CCS(=O)(=O)C1 (stereo unspecified),1,-9,-8

The listing continues.
SMILES	SR-BI HDL uptake	CAL PDZ FP-1	NSD2 inh	Rtt109 HAT inh	CAL PDZ FP-2	MITF TRPM1 HTS	dFosB act	PfHsp90 yeast 2	PvdQ inh	SR-BI uptake up
Cc1c(C(=O)N/N=C/c2ccccn2)nnn1-c1nonc1N	/	-0.3	-9	14	/	5	-7	13	-15	/
Cn1c(O)c(N=NC(=O)CNC(=O)c2ccccc2)c2cc(Br)ccc21	/	-1.7	3	8	1	-5	-7	0	4	/
Fc1ccccc1/C=N/Nc1nc(N2CCCCC2)nc(N2CCCCC2)n1	27	-0.3	-2	-9	/	-11	-13	5	-13	-27
COc1ccc(Nc2nc(N)nc(CSc3nncn3C)n2)cc1	-16	0.1	-7	-4	-3	12	4	10	-4	16
